Bioassay records as filed in PubChem BioAssay.
HT1080 cytotoxicity = HT1080 cell viability loss – fluorescence readout (AID 620); 87,000 tested, 0.42% active; HT1080 viability, fluorescence; higher % means a stronger effect; cytotoxicity, % at 10 µM; hits with a dose series show EC50 in µM;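 further: cells exposed to compound overnight then 4 h with Alamar Blue; 0% = vehicle DMSO and 100% = killing control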
LYP phosphatase = LYP phosphatase inhibitors, primary screen, biochemical, DiFMUP fluorescence, recombinant catalytic domain, 10 µM (AID 606); recombinant LYP catalytic domain, DiFMUP fluorescence; higher % means a stronger effect; one-dose inhibition, % at 10 µM; IC50 in µM for titrated hits; 52,000 tested, under 10 active;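 active means IC50 under 40 µM in the dose-response test; inactive means IC50 of 40 µM or more, or never dose-tested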
Spn PMK inh = S. pneumoniae PMK inhibition; AID 539; inhibition, % at 10 µM; 65,000 tested, 0.49% active; purified PMK, PK/LDH-coupled NADH absorbance 340 nm;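 active means top-ranked compounds by inhibition in the single 10 µM screen, taking a fixed number of the strongest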;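 further: 0% = full reaction with DMSO carrier and 100% = background rate without enzyme reaction; no value below 0 was filed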
HPDE-C7 viability = cytotoxicity in HPDE-C7 cells, cell-based, fluorescence, HTS (AID 430); 63,000 tested, 1.8% active; one-dose cytotoxicity, % at 10 µM; EC50 in µM for titrated hits; HPDE-C7 pancreatic duct cells viability, fluorescence; higher % means a stronger effect;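 further: cells exposed to compound for 48 hours before viability readout; 0% = vehicle and 100% = reference cytotoxic drug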
KRASV12 cytotoxicity = viability loss of HPDE-C7K cells – cell-based, fluorescence, HTS, primary screen (AID 431) | HPDE-C7K KRASV12 cells, Alamar Blue viability, 48 h; higher % means a stronger effect | cytotoxicity, % at 10 µM, or EC50 in µM where a hit was titrated | 63,000 tested, 1.7% active;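 active means compounds whose percent cytotoxicity in the single-dose primary screen, scaled between solvent and toxic-drug controls, exceeds 50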;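 further: 0% = DMSO solvent wells and 100% = doxorubicin-treated wells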
TNAP inhibition = human TNAP enzyme inhibitors, biochemical, luminescent (AID 518); purified TNAP enzyme, luminescent substrate readout; higher % means a stronger effect; inhibition, % at 20 µM, or IC50 in µM where a hit was titrated; 64,000 tested, 0.09% active; in the data active means a potency from the dose series; inactive means the rest, 99 in 100 with inhibition below about 22%;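 further: plate controls were vehicle for no effect and reference inhibitor for full effect; many of its hits are not listed in these tables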
Bfl-1 inhibitors = displacement of Bid BH3 peptide from Bfl-1 – biochemical, fluorescence polarization, FITC-Bid, mouse, primary screen (AID 432); FITC-Bid BH3 peptide fluorescence polarization displacement; higher % means a stronger effect; 64,000 tested, 0.02% active; displacement, % at 20 µM; hits with a dose series show IC50 in µM; in the data active means a potency from the dose series; inactive means the rest, 99 in 100 with displacement below about 15%; further: strong numbers were not always called active
Spn DPM-DC inh = S. pneumoniae DPM-DC inhibition; purified DPM-DC, PK/LDH coupled NADH fluorescence; 65,000 tested, 0.49% active; calls only at 10 µM; AID 556;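 active means the 320 compounds with the highest percent inhibition in the single-dose primary screen, excluding strongly autofluorescent ones, cut at about 32% in these data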;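 further: kinetic rate of NADH fluorescence loss reporting ADP formed by the decarboxylase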
Spn MK inh = S. pneumoniae mevalonate kinase inhibition. purified MK, PK/LDH-coupled NADH absorbance 340 nm. inhibition, % at 10 µM. 65,000 tested, 0.48% active. AID 555;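 active means ranked among the strongest by inhibition in the single 10 µM screen, a fixed top-ranked set picked for dose follow-up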; further: no value below 0 was filed
Spn PMK inh pilot replicates = second read-out of Spn PMK inh, no call of its own (marks repeat the call); inhibition, %; measured here: pilot screen replicates
Spn MK inh pilot replicates = also measured in Spn MK inh; calls as there; inhibition, %; measured here: pilot screen replicates
Spn DPM-DC inh pilot screen % = second read-out of Spn DPM-DC inh, no call of its own (marks repeat the call); inhibition, %; measured here: pilot screen trials
Starred values were filed as active, the others as inactive; i = inactive; / = no result given. Unless noted, no stated cut-off is given here; in the data, active means cytotoxicity above about 50%; inactive means the rest.

SMILES	HT1080 cytotoxicity	LYP phosphatase	Spn PMK inh	HPDE-C7 viability	KRASV12 cytotoxicity	TNAP inhibition	Bfl-1 inhibitors	Spn DPM-DC inh	Spn MK inh	others
Cc1cc(C)n(-c2cc(-n3nc(C)cc3C)ncn2)n1	-3.3%	/	4.0	-5.1%	-4.8%	12.1%	-10.9%	i	4.0
O=C(O)C1Nc2c(C(=O)N3CCOCC3)cccc2C2C=CCC12 (stereo unspecified)	8.2%	-9.3%	2.0	-13.7%	-14.4%	18.2%	20.6%	i	4.0
CC(C)(C)c1ccc(C(=O)Nc2cnccn2)cc1	-0.1%	-2.8%	9.0	-2.2%	3.0%	16.8%	1.5%	i	7.0	Spn PMK inh pilot replicates=8.5;Spn MK inh pilot replicates=1.0;Spn DPM-DC inh pilot screen %=2.0
COc1ccc(CC(=O)c2cc(OC)c(OC)cc2CC(=O)O)cc1OC	9.3%	/	0.0	5.6%	-8.3%	5.9%	-5.2%	i	0.0
Nc1nc2n(n1)C1(CCCCC1)C1=C(CCCC1)N2	-3.0%	7.6%	0.0	-20.1%	-20.1%	-3.3%	-3.2%	i	0.0
Cc1ccnc(NC(=O)c2cc(S(=O)(=O)N3CCCCC3)ccc2Cl)c1	-0.8%	5.1%	0.0	-31.3%	-20.1%	12.9%	-2.2%	i	3.0
CC(C)(C)Cc1nnc(NS(=O)(=O)Cc2ccccc2)s1	12.9%	-5.3%	0.0	-14.6%	-8.9%	2.8%	2.1%	i	0.0
CC(=O)c1ccc(-n2nncc2C(C)(C)C)cc1	-3.4%	3.8%	3.0	/	/	9.2%	0.3%	i	11.0
CCOC(=O)c1ccccc1NC(=O)CSc1nnnn1C1CCCCC1	-1.5%	/	6.0	-14.0%	-13.9%	14.2%	0.5%	i	11.0
COc1ccc(C2SCCN2S(=O)(=O)c2ccccc2)cc1OC (stereo unspecified)	5.8%	4.8%	13.0	-1.6%	3.0%	0.2%	-6.9%	i	8.0
NC(=O)C1CCCNC1 (stereo unspecified)	/	/	13.0	-13.8%	-14.2%	0.0%	-0.1%	i	0.0
CCN1CCN(CCNC(=O)C2CCCN(Cc3nc(-c4cccc(Cl)c4)oc3C)C2)CC1 (stereo unspecified)	0.2%	-15.2%	7.0	-1.1%	1.9%	13.3%	9.0%	i	6.0
COC(=O)C1=C(C)NC(C)=C(C(=O)OC)C1c1ccccc1OCc1c(C)no[n+]1[O-]	-2.2%	0.5%	4.0	-1.1%	4.3%	6.0%	-5.2%	i	7.0
CCOC(=O)C(NC(C)=O)(N1CCc2ccccc2C1)C(F)(F)F (stereo unspecified)	-8.0%	/	3.0	-14.5%	-21.6%	2.7%	-2.1%	i	2.0
COc1ccc(S(=O)(=O)Nc2ccc(C(F)(F)F)cc2)cc1OC	-3.8%	8.0%	13.0	4.0%	-7.0%	13.4%	-5.1%	i	6.0
CCOc1ccc(N(CC(=O)OC)S(=O)(=O)c2ccc(OC)c(OC)c2)cc1	-5.4%	3.5%	0.0	2.6%	-0.2%	4.5%	4.0%	i	3.0	Spn PMK inh pilot replicates=0.0;Spn MK inh pilot replicates=1.5;Spn DPM-DC inh pilot screen %=0.0
Cc1cc(C)c(C#N)c(Nc2ccc3c(c2)OCCO3)n1	-5.3%	-7.5%	7.0	5.8%	11.2%	0.8%	1.9%	i	5.0
COc1cc(Br)cc2cc(C(=O)N3CCN(C(=O)c4ccco4)CC3)c(=O)oc12	11.0%	-4.2%	15.0	12.3%	11.1%	12.3%	-1.0%	i	9.0
O=C(C1CC1)N1CCc2cc(Br)cc(S(=O)(=O)N3CCCCCC3)c21	20.5%	/	0.0	-0.3%	8.3%	8.4%	-3.2%	i	9.0
COc1ccc(-n2c(Cn3c(=O)sc4ccccc43)nnc2SCC(=O)N2CCCC2)cc1	4.7%	3.6%	5.0	0.7%	7.3%	10.2%	-0.7%	i	5.0
COc1cc2c(C)nc3onc(-c4ccccc4)c3c2cc1OC	-0.8%	-3.7%	3.0	-1.6%	1.3%	6.1%	-6.2%	i	6.0
CC1(c2ccc(OC(F)F)cc2)NC(=O)N(CC(=O)NC2CCCCC2)C1=O (stereo unspecified)	-8.7%	6.7%	0.0	-3.4%	-22.8%	17.8%	3.0%	i	6.0
COC(=O)C1C2C=CC3(CN(C(C)c4ccc(OC)cc4)C(=O)C13)O2 (stereo unspecified)	11.0%	-15.2%	17.0	-21.4%	-18.8%	7.2%	-8.5%	i	0.0
COc1ccc(N(CC(=O)N2CCc3ccccc3C2)S(=O)(=O)c2c(C)nn(C)c2C)cc1	-1.3%	-0.6%	5.0	-13.7%	-16.4%	3.6%	-2.7%	i	4.0
COc1cccc(N2CCN(c3ncnc4c3[nH]c3ccccc34)CC2C)c1 (stereo unspecified)	-3.0%	0.4%	0.0	3.33µM*	3.01µM*	-0.4%	-2.7%	i	3.0
N#CCCN(CC(=O)O)S(=O)(=O)c1ccccc1	-1.7%	-10.6%	4.0	-6.4%	-7.2%	9.8%	-0.3%	i	8.0
CCN(CC)CCNC(=O)CCc1n[nH]c(=O)c2ccccc12	1.3%	/	0.0	-4.6%	3.2%	11.3%	1.1%	i	0.0
CCc1ccccc1NC1=NCC(=O)N1Cc1ccc(OC)cc1	-9.1%	2.6%	0.0	-5.4%	-5.5%	13.0%	-5.7%	i	13.0
Cc1ccc2oc(=O)c3cnn(CC(=O)NC4CCC(C)CC4)c3c2c1 (stereo unspecified)	-6.9%	-9.9%	10.0	1.9%	2.3%	-0.4%	-2.9%	i	8.0
CCCC(c1nnnn1Cc1ccco1)N1CCN(c2cc(Cl)ccc2C)CC1 (stereo unspecified)	-0.1%	/	15.0	28.1%	32.1%	12.5%	-0.7%	i	3.0
C=CCNCc1cccn1-c1ccccc1	-4.5%	-4.4%	11.0	-1.2%	-14.2%	9.9%	3.4%	i	0.0
COc1ccc(-n2c(Cc3cccn3C)nnc2SCC(=O)Nc2nccs2)cc1	-8.2%	1.4%	0.0	5.7%	0.3%	8.4%	4.7%	i	18.0
c1ccc(Cn2nnc3c(NCc4ccc5c(c4)OCO5)nc(C4CC4)nc32)cc1	3.9%	0.2%	0.0	3.4%	-3.7%	3.7%	5.1%	i	2.0
C=CCc1cccc(CNc2c(C)n(C)n(-c3ccccc3)c2=O)c1O	-4.5%	13.2%	2.0	3.7%	-14.5%	4.3%	-6.2%	i	12.0
O=C(Cn1c(=O)oc2cc(S(=O)(=O)NCc3ccccc3)ccc21)NCc1ccco1	-2.9%	-19.4%	2.0	8.5%	2.7%	7.2%	-1.7%	i	6.0
Cc1ccc(NC(=O)N2CCC(C(=O)NCc3ccc(F)cc3)CC2)cc1	13.9%	/	6.0	-11.9%	-9.5%	10.3%	-7.8%	i	8.0
O=C(O)c1cccc(C(=O)Cc2ccccc2)c1	-6.5%	12.8%	3.0	-1.1%	-6.5%	-0.7%	-4.2%	i	2.0
CCN(CC(=O)Nc1ccc2c(c1)OCO2)Cc1nc2ccccc2c(=O)[nH]1	0.3%	8.4%	9.0	8.4%	-5.3%	-2.2%	1.1%	i	4.0
CCCCN(C)CCCNC(=O)CCn1nc(-c2ccccc2)ccc1=O	-3.6%	-34.6%	16.0	2.4%	-8.1%	1.5%	3.4%	i	0.0
Cc1ccc(C(=O)N2CCN(C(=O)CN3CCCC3)C2)cc1	14.4%	-7.2%	6.0	7.3%	-10.1%	6.6%	5.4%	i	3.0

Sorted by number of heavy atoms (largest number first): 5 of the compounds above
SMILES	HT1080 cytotoxicity	LYP phosphatase	Spn PMK inh	HPDE-C7 viability	KRASV12 cytotoxicity	TNAP inhibition	Bfl-1 inhibitors	Spn DPM-DC inh	Spn MK inh	others
O=C(Cn1c(=O)oc2cc(S(=O)(=O)NCc3ccccc3)ccc21)NCc1ccco1	-2.9%	-19.4%	2.0	8.5%	2.7%	7.2%	-1.7%	i	6.0
CCN(CC(=O)Nc1ccc2c(c1)OCO2)Cc1nc2ccccc2c(=O)[nH]1	0.3%	8.4%	9.0	8.4%	-5.3%	-2.2%	1.1%	i	4.0
CCCCN(C)CCCNC(=O)CCn1nc(-c2ccccc2)ccc1=O	-3.6%	-34.6%	16.0	2.4%	-8.1%	1.5%	3.4%	i	0.0
C=CCc1cccc(CNc2c(C)n(C)n(-c3ccccc3)c2=O)c1O	-4.5%	13.2%	2.0	3.7%	-14.5%	4.3%	-6.2%	i	12.0
C=CCNCc1cccn1-c1ccccc1	-4.5%	-4.4%	11.0	-1.2%	-14.2%	9.9%	3.4%	i	0.0

Pulled by structure from the entries so far, 2 records:
SMILES	HT1080 cytotoxicity	LYP phosphatase	Spn PMK inh	HPDE-C7 viability	KRASV12 cytotoxicity	TNAP inhibition	Bfl-1 inhibitors	Spn DPM-DC inh	Spn MK inh	others
c1ccc(Cn2nnc3c(NCc4ccc5c(c4)OCO5)nc(C4CC4)nc32)cc1	3.9%	0.2%	0.0	3.4%	-3.7%	3.7%	5.1%	i	2.0
O=C(Cn1c(=O)oc2cc(S(=O)(=O)NCc3ccccc3)ccc21)NCc1ccco1	-2.9%	-19.4%	2.0	8.5%	2.7%	7.2%	-1.7%	i	6.0

Remaining list, next part:
SMILES	HT1080 cytotoxicity	LYP phosphatase	Spn PMK inh	HPDE-C7 viability	KRASV12 cytotoxicity	TNAP inhibition	Bfl-1 inhibitors	Spn DPM-DC inh	Spn MK inh	others
O=c1[nH]nc2c3ccccc3cnn12	-5.4%	16.4%	6.0	-22.5%	-22.0%	6.5%	-4.2%	i	3.0
Cc1ccc(C)c(N2CCN(CCCNC(=O)Cn3cc4c(n3)CCC(C)C4)CC2)c1 (stereo unspecified)	0.5%	7.3%	13.0	23.8%	34.7%	13.1%	-4.9%	i	6.0	Spn PMK inh pilot replicates=1.5;Spn MK inh pilot replicates=2.0;Spn DPM-DC inh pilot screen %=0.0
CCn1c(NCc2ccco2)nc2c1c(=O)n(C)c(=O)n2C	-2.8%	21.3%	10.0	/	/	/	/	i	13.0
COCCCN1C(=O)c2ccccc2C1C(=O)NC1CCCCCC1 (stereo unspecified)	-1.4%	0.9%	10.0	3.9%	-7.3%	7.9%	1.3%	i	0.0
C=CCOc1ccc(/C(O)=C2\C(=O)C(=O)N(CCCOC)C2c2ccncc2)cc1 (stereo unspecified)	-8.4%	12.4%	0.0	-28.6%	-36.3%	10.2%	-7.3%	i	0.0
CCOC(=O)Cc1csc(SCC(=O)Nc2sc3c(c2C(N)=O)CCC3)n1	2.6%	4.1%	0.0	-8.4%	11.3%	14.1%	-3.5%	i	15.0
Cc1csc2nc(CSc3nncn3-c3ccccc3)c(Br)n12	-3.3%	/	10.0	-14.0%	-1.6%	9.8%	-3.2%	i	10.0
CCC1CCc2sc(C(=O)O)cc2C1 (stereo unspecified)	7.9%	7.3%	0.0	-13.1%	-5.2%	1.3%	6.4%	i	11.0
N#CC(C(=O)NCc1ccccc1)c1nc2ccccc2nc1N1CCCC1 (stereo unspecified)	5.8%	/	18.0	-2.0%	8.4%	13.6%	6.8%	i	0.0
CC(C)OP(=O)(c1ccc(N(C)C)cc1)C(O)c1ccncc1 (stereo unspecified)	21.1%	11.5%	15.0	2.7%	-4.6%	0.2%	-4.8%	i	8.0
Cc1cc(=O)[nH]c(SCC(=O)N2c3ccccc3CC2C)n1 (stereo unspecified)	-10.0%	-2.3%	7.0	-6.2%	-19.4%	7.0%	1.7%	i	0.0
